KCNH2 WT inh: KCNH2 (human, wildtype) channel inhibition; U2OS, BacMam KCNH2, thallium flux FluxOr; stronger effect = lower value; activity change, % at 1.84 µM; AID 720551; actives 0.37% (n = 340,000);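 active = maximum activity change below -70%; inconclusive = maximum activity change between -70% and -50%; inactive = maximum activity change above -50%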
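U2OS cells transduced with wild-type KCNH2 virus are loaded with FluxOr dye for 45 min, and thallium flux is measured in kinetic reads before and after stimulation buffer. Rate constants are normalized to DMSO controls.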
FBPA coupling cs: inhibits coupling enzyme system, counter-screen for aldolase hits | actives 0.67% (n = 290,000) | activity change, negative = inhibition, % at 58.2 µM, hits read low | coupling enzyme system counterscreen, AmpLite Red fluorescence | AID 2472; in the data active = activity change below about -30%
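Compounds tested against the coupling enzymes alone at 57.5 uM final; readout was AmpLite Red fluorescence (525/598 nm) after 20 min at RT.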
GALK inh: galactokinase (human) inhibition; P51570; Purified GALK, Kinase-Glo residual ATP luminescence; Potency, µM (doses to about 57.5 µM), without a hit: at the highest dose activity change, negative = inhibition, most hits filed as inhibitors; actives 0.007% (n = 270,000); AID 1868; note: potency is the fitted concentration of half-maximal effect
Target sequence (P51570 whole entry, looked up): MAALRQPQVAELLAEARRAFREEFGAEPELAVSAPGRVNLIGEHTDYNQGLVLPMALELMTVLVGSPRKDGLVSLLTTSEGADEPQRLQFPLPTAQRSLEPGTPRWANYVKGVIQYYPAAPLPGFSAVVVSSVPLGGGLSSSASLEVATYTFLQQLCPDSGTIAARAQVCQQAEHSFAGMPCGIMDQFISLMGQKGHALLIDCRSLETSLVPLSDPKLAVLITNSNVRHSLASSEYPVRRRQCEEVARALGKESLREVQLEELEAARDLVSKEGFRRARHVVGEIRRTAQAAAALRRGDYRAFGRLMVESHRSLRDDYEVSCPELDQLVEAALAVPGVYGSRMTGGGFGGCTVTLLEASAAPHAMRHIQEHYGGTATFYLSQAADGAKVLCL
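The enzyme phosphorylates galactose (100 uM) using ATP (35 uM); inhibition is detected as higher residual ATP, quantified by bioluminescence after 1 h reaction at room temperature, pH 8.0.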
uPA generation: cell surface uPA generation inhibition; actives 0.31% (n = 330,000); Potency, µM (series often up to 38.3 µM), inactives show at the highest dose activity change, negative = inhibition, most hits filed as inhibitors; cell surface uPA generation assay, qHTS; active = well fitted inhibition curve with a large enough effect; inconclusive = small, poorly fitted or top-dose-only effect; inactive = no such curve, though single readings can be large or run the other way; tested in mouse RAW 264.7 cells; note: potency is the fitted concentration of half-maximal effect; nearly all actives have a fitted effect of over 55% in size
USP2a inh: USP2a (human) protease inhibition; actives 0.01% (n = 330,000); Potency, µM (highest dose often 38.3 µM), for inactives: at the top dose activity change, negative = inhibition, usual class: inhibitors; USP2 core, Ub-CHOP2 coupled fluorogenic reporter, 485/531; O75604;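 note: potency is the fitted concentration of half-maximal effect; plate controls were DMSO wells for no effect and full inhibition by NEM control for full effect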
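Cell-free coupled assay: 10nM USP2 core preincubated 30min RT with compound in Tris-HCl pH 8.0/CaCl2/CHAPS buffer, then 25nM Ub-CHOP2 and 25nM reporter substrate; fluorescence (Ex 485/Em 531) read after 60min RT, normalized to NEM inhibition, concentration-response curves fitted.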
KCNH2 3.1 block: blocks the human KCNH2 3.1 channel isoform; U2OS KCNH2 3.1, thallium flux FluxOr; stronger effect = lower value; actives 0.95% (n = 340,000); activity change, % (tested at about 1.8 µM);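 active = maximum activity change below -70%; inconclusive = maximum activity change from -70% to -50%; inactive = maximum activity change above -50%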;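 note: thallium influx rate constant from kinetic fluorescence after stimulation buffer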
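Kinetic fluorescence (2 min after stimulation buffer) measures Tl+ influx through KCNH2 3.1 expressed by viral transduction in U2OS cells; the rate constant is normalized against DMSO controls serving as positive and negative references.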
B2AR arrestin: recruits beta-arrestin to the human beta2-adrenergic receptor; P07550; beta-arrestin recruitment to beta2AR, cell-based reporter; Potency, µM (top dose mostly 46.1 µM), inactives show at the highest dose activation, most hits filed as activators; actives 0.02% (n = 330,000);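 note: potency is the fitted concentration of half-maximal effect; 0% = DMSO controls and full agonism = EC100 isoproterenol or metaproterenol; nearly all actives have a fitted effect of over 65% in size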
Target sequence (P07550 whole entry, looked up): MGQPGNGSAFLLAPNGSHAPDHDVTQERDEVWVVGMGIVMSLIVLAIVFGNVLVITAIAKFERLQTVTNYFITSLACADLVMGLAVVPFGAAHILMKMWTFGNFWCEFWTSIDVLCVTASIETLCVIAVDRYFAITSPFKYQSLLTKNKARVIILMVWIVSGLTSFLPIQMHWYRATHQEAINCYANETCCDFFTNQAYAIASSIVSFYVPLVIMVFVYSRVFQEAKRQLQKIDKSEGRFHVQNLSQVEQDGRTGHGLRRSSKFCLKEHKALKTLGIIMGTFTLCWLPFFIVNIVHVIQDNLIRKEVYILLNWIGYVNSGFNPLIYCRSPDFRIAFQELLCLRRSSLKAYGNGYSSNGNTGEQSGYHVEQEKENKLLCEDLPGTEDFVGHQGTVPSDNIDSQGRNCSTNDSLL
Giardia killer: Giardia lamblia killing | Giardia lamblia trophozoite viability | activity change, % at 7.66 µM, hits read low | actives 0.15% (n = 340,000); in the data active = activity change below about -80%; inconclusive = between about -30% and that limit;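 note: parasites exposed to compound for two days anaerobically before the ATP read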
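Trophozoite viability was measured as ATP-dependent luminescence, read 15-30 min after reagent addition. Before that, parasites at 100 cells/well were exposed to compounds for 48 h, anaerobically, at 37 deg C.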
PKM2 act: PKM2 (human) enzyme activation | P14618 | purified PKM2, Kinase-Glo ATP luminescence, activation; response scale: 0% is enzyme alone, no compound | Potency, µM (highest dose often 57.5 µM), inactives show at the highest dose activation, hits mostly activators | actives 0.34% (n = 260,000); note: potency is the fitted concentration of half-maximal effect; nearly all actives have a fitted effect of over 55% in size
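hPK-M2, >95% pure; 0.1 mM ADP / 0.5 mM PEP final; imidazole pH7.2 buffer w/ 7 mM MgCl2, 50 mM KCl; 1 h RT; Kinase-Glo lum. Intermediate enzyme activity for dual inhibitor/activator qHTS.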
Eya2 phos inh: inhibitors of human Eya2 phosphatase activity | recombinant Eya2, OMFP fluorescence dephosphorylation (OMFP is methylfluorescein phosphate) | actives 0.006% (n = 330,000) | Potency, µM (highest dose often 76.9 µM), for inactives: at the highest dose activity, negative = inhibition, most hits filed as inhibitors | AID 488837 | O00167; note: potency is the fitted concentration of half-maximal effect
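Eya2 (0.2 uM) preincubated 10 min at ambient with compound, then OMFP substrate added at 50 uM; 10 min reaction in 50 mM HEPES pH 7.5, 50 mM NaCl, 5 uM MgCl2, 0.05% BSA, 1 mM DTT. Fluorescence read at Ex 485/Em 525 nm.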
Chronic BCR inh: blocks chronic active B-cell receptor signaling | ABC-DLBCL IkBa-CBG/CBR reporter, luminescence ratio, 4 h | Potency, µM (top dose mostly 46.1 µM), for inactives: at the highest dose ratio change, negative = lower green/red ratio, actives largely listed as inhibitors | actives 0.05% (n = 340,000); active = well fitted inhibition curve with a large enough effect in the signal ratio, with a control signal flat, not every such curve was filed as active; inconclusive = small, poorly fitted or top-dose-only effect, or effect the other way, or a change in a side signal; the % refers to the signal ratio;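 note: potency is the fitted concentration of half-maximal effect; plate controls were basal doxycycline-induced cells for no effect and cells given 10 µM MG132 for full effect; MG132 reads +100%, hits lower the ratio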
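TMD8 ABC-DLBCL cells carrying doxycycline-inducible green luciferase fused to IkappaBalpha plus unfused red luciferase were exposed to compounds (up to 46 uM) for 4 hrs at 37C. Activity came from the overlap-corrected green/red luminescence ratio.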
* marks the source's active call; other numbers are inactive results; ? = inconclusive; / = not tested or not shown; [ ] = dose if it differs, or a comment. Unless noted, calls come from the whole dose curve; as a rule, active = well fitted curve in the direction sought with a large enough effect; inconclusive = small, poorly fitted or top-dose-only effect, or another doubt; inactive = no such curve, though single readings can be large; an effect the other way counts as inactive or inconclusive. Unless noted, % is set by controls: 0 for no effect and ±100 for the full control effect.

SMILES	KCNH2 WT inh	FBPA coupling cs	GALK inh	uPA generation	USP2a inh	KCNH2 3.1 block	B2AR arrestin	Giardia killer	PKM2 act	Eya2 phos inh	Chronic BCR inh
CCCOc1ccc(C2=CSC3=NCCN23)cc1	7.7	-0.5	2.0%	-7.4%	0.2%	-4.6	0.2%	-3.2	0.7%	13.6%	7.0%
CCOC(=O)C1=C(C)NC(C)=C(C(=O)OCC)C1C(=O)OCC(=O)NC1CCCCC1	-6.6	/	/	4.1%	-1.4%	1.9	0.4%	11.8	/	5.3%	-12.0%
O=C(CSc1nnc2n1CCCCC2)Nc1ccc(N2CCOCC2)cc1	-7.0	1.8	2.1%	-3.8%	-11.1%	-15.0	0.5%	1.9	-4.8%	4.3%	-0.6%
NS(=O)(=O)c1cccc(NC(=O)COC(=O)c2cc([N+](=O)[O-])ccc2N2CCCC2)c1	-1.8	/	/	-1.6%	-2.7%	2.9	-0.4%	4.9	/	-15.0%	?
CCc1nnc2n1N=C(c1ccc(OC)cc1)CS2	9.5	1.0	-4.2%	/	1.8%	6.8	0.4%	2.7	-21.1%	11.5%	?
CCCOc1ccc(/C=c2\sc3nc(-c4ccco4)nn3c2=O)cc1OCC	15.9	4.0	0.4%	6.0%	0.1%	-3.6	0.0%	-4.8	-0.7%	9.0%	5.5%
O=C(NC1CCCC1)c1cc(-c2ccccc2O)on1	-1.9	1.6	6.9%	1.2%	2.0%	-2.0	0.1%	-11.8	0.8%	1.3%	?
COc1cc2ccccc2cc1C(=O)NC1CCCC1	-7.4	/	/	-3.6%	-1.8%	2.3	-0.4%	-1.0	/	5.3%	?
Cc1ccc(-n2c(O)c(C=Nc3cc(C)on3)c3ccccc3c2=O)c(C)c1	-5.2	-2.7	-2.5%	-10.2%	-4.5%	5.8	0.2%	22.4	-1.1%	-17.8%	?
CC(=O)c1ccc(S(=O)(=O)NCC(=O)Nc2nc3ccccc3[nH]2)cc1	4.5	/	/	14.9%	-0.1%	3.5	0.0%	0.4	/	-21.8%	?
Cc1ccccc1OCC(=O)Nc1ccc(C(=O)Nc2ccccc2C(=O)O)cc1	-0.1	/	-5.5%	1.2%	-0.6%	7.6	-0.3%	6.8	4.9%	-1.6%	-0.3%
CCCC(=O)n1nc(-c2ccc(OC)cc2)nc1N	-2.0	-0.7	-1.1%	-7.1%	1.0%	14.6	0.0%	8.4	0.9%	-1.9%	-0.2%
CCn1c(SCC(N)=O)nnc1-c1cc2c(C)nn(-c3ccccc3)c2s1	6.0	-0.1	6.6%	-5.1%	3.3%	12.6	-0.8%	-11.8	-6.1%	-2.1%	?
O=C(NC1CCN(C(=O)Nc2ccc(F)cc2)CC1)c1ccc(F)cc1	2.7	0.9	6.5%	-0.8%	0.1%	8.8	-0.5%	-7.2	-5.0%	5.7%	-0.7%
O=C(NNC(=S)NC1CCCCC1)c1ccc(Cl)s1	-13.6	3.6	2.8%	/	-0.4%	-0.3	-0.2%	-1.8	5.4%	-4.4%	?
O=C1C2C(C(=O)N1/N=C/c1cc([N+](=O)[O-])c(O)cc1O)C1C=CC2C12CC2 (stereo unspecified)	-4.1	7.3	-2.0%	-1.4%	12.3%	2.2	-0.1%	-10.4	-5.8%	20.6%	2.2%
CCCNC(=O)Cn1cnc2sc(C(=O)N3CCN(c4ccc(F)cc4)CC3)c(C)c2c1=O	48.5	2.3	3.1%	/	5.8%	-13.7	-0.5%	17.1	8.5%	9.8%	1.8%
Cc1n[nH]c(=S)n(NC(=O)CC(=O)Nn2c(=S)[nH]nc(C)c2=O)c1=O	10.9	-43.4*	10.6%	-2.1%	4.8%	5.8	-0.1%	9.0	-35.8%	10.7%	7.0%
CC(C)Cn1c(SCc2nc3ccccc3c(=O)[nH]2)nc2ccccc2c1=O	13.0	2.5	-0.7%	/	1.0%	-2.7	-0.4%	13.0	2.5%	9.6%	14.7%
COc1ccc2nc(SCC(=O)N(C)C3CCCCC3)[nH]c2c1	-6.5	/	/	4.0%	1.2%	-1.9	-0.2%	-10.8	/	14.2%	?
O=C(OCCCN=C1NS(=O)(=O)c2ccccc21)c1ccc([N+](=O)[O-])cc1	1.8	1.5	-0.5%	3.3%	0.0%	4.3	0.3%	7.6	-3.2%	3.0%	3.1%
CS(=O)(=O)CCC(C(=O)OCC(=O)c1ccc(Cl)cc1)N1C(=O)c2ccccc2C1=O (stereo unspecified)	41.2	7.4	0.9%	2.9%	1.6%	0.0	-0.1%	0.2	-5.0%	-3.4%	5.2%
[N-]=[N+]=CC(=O)C(c1ccccc1)(c1ccccc1)c1ccccc1	3.2	3.8	-2.6%	-0.1%	-5.2%	-9.5	-1.0%	15.5	-3.7%	17.9%	1.0%
CN1CCN(CC(=O)C23CC4CC(CC(C4)C2)C3)CC1	-4.5	3.5	1.9%	-6.4%	-0.9%	-7.3	0.4%	-11.1	8.1%	29.0%	0.5%
CN(CC(=O)Nc1ccc(N2CCOCC2)cc1)C(=O)C12CC3CC(CC(C3)C1)C2	0.9	/	/	-15.9%	1.7%	-73.0*	0.2%	-3.6	/	5.6%	1.8%
C(=N\N=C\c1cccnc1)/c1cccnc1	-0.5	-0.2	-0.2%	-0.1%	1.5%	7.4	?	11.0	0.1%	1.0%	8.1%
CCOC(=O)C1=C(COC(=O)c2ccc([N+](=O)[O-])s2)NC(=O)NC1C (stereo unspecified)	-10.2	/	/	?	5.1%	10.9	0.2%	?	/	-9.0%	-9.9%
CCOc1cc(/C=N/NC(=O)c2ccncc2)ccc1OC(=O)c1ccccc1	15.0	1.0	3.3%	0.5%	-0.3%	7.0	-1.0%	-0.7	2.8%	-12.8%	0.8%
CCN(Cc1nc(-c2ccccc2)no1)C(=O)COc1cccc(OC)c1	-2.3	-1.8	-1.1%	1.7%	-1.5%	12.4	-0.5%	-10.8	-0.7%	14.3%	-3.6%
Cc1ccc(NC(=O)c2nc[nH]c2C(=O)N[C@@H](C)C(=O)OC(C)(C)C)cc1	-7.2	-0.2	-5.0%	11.7%	3.3%	-1.6	-0.4%	5.0	1.5%	-8.5%	15.8%

Part of the list above, showing only GALK inh and KCNH2 WT inh:
smiles | GALK inh | KCNH2 WT inh
CCOc1cc(/C=N/NC(=O)c2ccncc2)ccc1OC(=O)c1ccccc1 | 3.3% | 15.0
CCN(Cc1nc(-c2ccccc2)no1)C(=O)COc1cccc(OC)c1 | -1.1% | -2.3
Cc1ccc(NC(=O)c2nc[nH]c2C(=O)N[C@@H](C)C(=O)OC(C)(C)C)cc1 | -5.0% | -7.2

Next records:
SMILES	KCNH2 WT inh	FBPA coupling cs	GALK inh	uPA generation	USP2a inh	KCNH2 3.1 block	B2AR arrestin	Giardia killer	PKM2 act	Eya2 phos inh	Chronic BCR inh
CCc1ccc(/C=N/NC(=O)c2cc(C)on2)s1	-1.7	5.5	0.2%	-5.7%	1.4%	6.4	0.2%	0.4	-0.1%	1.8%	-2.3%
COc1ccccc1-c1nnc(SC(C)C(=O)Nc2ccc(C(N)=O)cc2)o1 (stereo unspecified)	-20.3	/	/	-0.1%	2.8%	-7.6	-0.1%	2.9	/	2.4%	-11.0%
Cc1ccccc1N/C(SCc1cccc(Br)c1)=C(/C#N)C(N)=O	9.5	-10.4	-1.3%	-1.1%	-0.5%	-19.1	-0.3%	5.8	2.4%	0.3%	2.1%
CN1c2ccccc2C(=O)C(=C2SCCCS2)S1(=O)=O	-9.5	-6.6	-4.2%	-13.2%	1.0%	20.7	3.3%	10.3	2.9%	?	0.1%
COc1ccccc1C(=O)OCC(=O)NC12CC3CC(CC(C3)C1)C2	12.2	/	/	13.3%	2.6%	-4.9	-0.9%	30.0[activator]	/	-14.8%	4.8%
O=[N+]([O-])c1ccccc1/C=N/Nc1nnc(-c2ccccc2)c(-c2ccccc2)n1	4.9	1.3	0.8%	-1.2%	1.2%	0.4	-0.5%	0.2	3.9%	0.4%	5.1%
O=C(Nc1ccnn1C1CCN(C(=O)c2c(F)cccc2F)CC1)C1CC1	1.5	0.1	5.5%	10.0%	3.5%	10.9	-0.8%	-20.3	-6.7%	6.8%	6.5%
CC1CC(=O)N(c2ccc(C(C)C)cc2)C(=O)C1	-12.1	0.1	4.0%	2.1%	-1.4%	-18.8	-0.6%	-17.6	-2.5%	-24.2%	?
CCC1CCCCN1C(=O)CN1C(=O)CSC1=O (stereo unspecified)	5.4	2.1	-1.7%	-2.9%	-0.3%	1.1	0.0%	5.4	-6.8%	-11.2%	11.5%
Cc1nc2cc(S(=O)(=O)N(C)C)ccc2n1-c1ccccc1	1.8	3.5	1.2%	-3.4%	3.5%	3.5	0.2%	6.9	6.0%	0.5%[15.4 µM]	?

Assay outcomes: PubChem BioAssay, National Center for Advancing Translational Sciences (NCATS)
